Assay outcomes as filed in PubChem.
TCR-CD3 inh: human TCR-CD3 binding inhibition; actives 0.37% (n = 360,000); inhibition, % at 9.4 µM; AID 651800; TAMRA-labeled TCR probe fluorescence, biochemical; in the data active = inhibition above about 19%;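 note: recombinant mutant TCR 2C K166C tagged with TAMRA read by polarization; 0% = receptor in buffer alone and 100% = receptor with positive control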
SIAE inh: blocks human sialic acid acetylesterase; Q9HAT2; SIAE FP-Rh probe binding, fluorescence polarization; inhibition, % at 9.66 µM; actives 0.69% (n = 370,000);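 active = inhibition above a cutoff: mean of compounds within the control limits plus 3 SD of those, cut at about 17% in these data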;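 note: 0% = plate median of compound wells and 100% = probe without SIAE protein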
Target sequence (Q9HAT2 whole entry, looked up): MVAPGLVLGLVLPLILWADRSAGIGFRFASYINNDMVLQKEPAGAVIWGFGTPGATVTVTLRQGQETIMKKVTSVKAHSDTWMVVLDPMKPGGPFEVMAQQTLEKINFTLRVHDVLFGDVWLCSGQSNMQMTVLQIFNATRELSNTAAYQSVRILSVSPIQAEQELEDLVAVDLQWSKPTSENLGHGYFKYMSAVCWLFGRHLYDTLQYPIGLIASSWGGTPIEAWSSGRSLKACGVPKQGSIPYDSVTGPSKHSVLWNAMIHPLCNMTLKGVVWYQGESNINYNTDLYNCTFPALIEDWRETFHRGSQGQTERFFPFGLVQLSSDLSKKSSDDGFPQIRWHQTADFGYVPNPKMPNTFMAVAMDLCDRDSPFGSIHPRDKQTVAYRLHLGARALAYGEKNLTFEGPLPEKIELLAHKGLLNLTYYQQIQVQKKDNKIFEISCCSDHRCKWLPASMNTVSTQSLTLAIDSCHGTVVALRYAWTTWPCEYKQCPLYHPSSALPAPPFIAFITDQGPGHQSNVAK
PG9 Ab binder: small molecules binding HIV-1 gp120 antibody PG9 | AID 624416 | inhibition, % at 6.7 µM | actives 0.43% (n = 360,000) | TR-FRET gp120-PG9 antibody binding; in the data active = inhibition above about 8.5%
DDE Tn7 FP inh: disrupts Tn7 cyclic peptide binding to fibrin D-Dimer-E complex. actives 0.13% (n = 370,000). FP displacement of FITC-Tn7 peptide from fibrin DD(E); 0% = median of compound wells per plate. AID 720508. inhibition, % at 8.3 µM;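 active = inhibition above the mean of compounds falling within the control limits plus 3 SD of them, cut at about 14% in these data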;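 note: 0% = plate median of compound wells and 100% = 10 µM Aha-Tn7 peptide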
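System: human fibrin DD(E); quantity: Fibrin-DD(E) at 2 µM final; also added: fluorescent Tn7 probe at 0.1 µM; compound dosing: single nominal test concentration of 8.3 µM per compound; schedule: 10 min preincubation, 3 h with tracer, room temperature; detection: fluorescence polarization of the labelled Tn7 tracer; repeats: one replicate per compound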
TDP2 inh: blocks human TDP2 phosphodiesterase activity. recombinant TDP2, T5PNP hydrolysis, p-nitrophenol absorbance 415 nm. inhibition, % at 12.8 µM. O95551. actives 0.34% (n = 370,000);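 active = inhibition above the mean of all tested compounds plus 3 SD, set per campaign, cut at about 25% in these data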;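 note: 0% = DMSO with enzyme and 100% = buffer with substrate but no TDP2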
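System – recombinant human TDP2 · Quantity – TDP2 enzyme at 120 nM final · Doses – single concentration, 12.8 µM nominal, with 1% DMSO · Incubation – 2 h at 37 °C · Measured by – epi absorbance of p-nitrophenol freed from T5PNP by hydrolysis · Read-out – % inhibition relative to enzyme-containing and enzyme-free wells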
PRMT1 inh: PRMT1 (human) inhibition, primary screen. recombinant PRMT1, activity-based probe fluorescence polarization. actives 1.3% (n = 370,000). AID 652257. inhibition, % at 2.79 µM;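 active = inhibition above about 21% made by adding two undisclosed values, limit read from the data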
LEDGF integ inh: blocks HIV-1 LEDGF/p75-dependent DNA integration; TR-FRET IN-LEDGF/p75 DNA integration, Eu/Cy5; inhibition, % at 3.7 µM; actives 0.64% (n = 370,000); AID 743269;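 active = inhibition above the screen-wide mean plus 3 SD, cut at about 13% in these data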;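 note: signal is the Cy5 over europium emission ratio at 671 and 618 nm; 0% = plate median of compound wells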
HTRA1 inh: inhibitors of human serine peptidase HTRA1. recombinant HTRA1, FP-rhodamine activity-based probe, fluorescence polarization. actives 0.5% (n = 340,000). inhibition, % at 5.96 µM; in the data active = inhibition above about 36%;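 note: 0% = enzyme with DMSO and 100% = wells lacking enzyme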
UHRF1 MBD2 ctr: UHRF1 methyl-DNA binding inhibition. Q96T88. AID 687016. UHRF1 binding to methylated oligo, TR-FRET. inhibition, % at 4.4 µM. actives 0.75% (n = 370,000); in the data active = inhibition above about 21%;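 note: UHRF1 SRA domain binding a hemimethylated CpG hairpin DNA probe; 0% = median of test compound wells and 100% = reference inhibitor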
ABHD4 inh: ABHD4 (mouse) inhibition, primary FP screen. Q8VD66. purified mABHD4, FP-Rh probe fluorescence polarization. inhibition, % at 8.92 µM. actives 0.54% (n = 370,000). AID 720543;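 active = inhibition exceeding the mean over every tested compound plus 3 SD, cut at about 30% in these data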;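 note: 0% = plate median of compound wells and 100% = S159A mutant with DMSO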
Target sequence (Q8VD66 whole entry, looked up): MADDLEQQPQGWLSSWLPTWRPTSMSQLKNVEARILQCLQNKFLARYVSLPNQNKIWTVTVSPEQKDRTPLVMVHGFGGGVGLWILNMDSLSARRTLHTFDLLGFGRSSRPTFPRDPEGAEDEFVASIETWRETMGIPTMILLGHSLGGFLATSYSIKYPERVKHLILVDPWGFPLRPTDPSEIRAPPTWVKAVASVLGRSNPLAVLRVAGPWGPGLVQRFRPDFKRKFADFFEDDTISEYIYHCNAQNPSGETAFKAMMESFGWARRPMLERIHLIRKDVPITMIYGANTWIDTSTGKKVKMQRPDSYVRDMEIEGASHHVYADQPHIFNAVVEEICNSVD
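Assay system: mouse ABHD4 enzyme, wild type / Also added: fluorescent activity-based probe FP-Rh / Doses: single nominal dose of 8.92 µM, 0.89% DMSO final / Timing: 45 min compound pre-incubation plus 60 min probe step, 25 °C / Signal: FP readout, ex 525 nm / em 598 nm / Control set: S159A mutant/DMSO as 100%, compound-well median as 0%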
* hit, by the source's call; . = no result given.

[1] O=C(c1cc2ccccc2oc1=O)N1CCSC1c1ccco1 (centres undefined)
[2] O=C(CSc1ccccc1)Nc1ccccc1C(=O)O
[3] COc1ccccc1CN1CC(C(=O)NCCc2cn[nH]c2)CCC1=O (centres undefined)
[4] CCCCN(C(=O)c1cccc(-n2cccc2)c1)c1c(N)n(Cc2ccccc2)c(=O)[nH]c1=O
[5] O=C(CCS(=O)(=O)c1ccccc1)Nc1ccc(N2CCN(Cc3ccccc3)CC2)cc1
[6] O=C1NC[C@@H](CCCCN2C[C@H](Cc3ccccc3)N(CCC3CCCCC3)C(=O)C2=O)N(CCc2ccc(O)cc2)C1=O
[7] CCc1c(C)sc(NC(=O)Cc2ccccc2OC)c1C(=O)N1CCOCC1
[8] O=C1CSC(c2ccc(Cl)cc2)N1 (centres undefined)
entry no.	1	2	3	4	5	6	7	8
TCR-CD3 inh	-1	-2	2	10	-8	1	8	2
SIAE inh	-1	-2	2	-9	6	-1	3	2
PG9 Ab binder	-3.0	1.7	-1.5	-1.3	-0.8	0.3	-2.1	0.6
DDE Tn7 FP inh	-4	1	6	4	2	4	-4	-6
TDP2 inh	6	-1	-3	14	6	1	18	11
PRMT1 inh	1	0	0	-2	4	0	-1	8
LEDGF integ inh	2	2	0	1	-3	-2	-1	-2
HTRA1 inh	-1	0	2	-11	2	.	-1	-3
UHRF1 MBD2 ctr	-1	3	-1	33*	0	-1	-5	1
ABHD4 inh	7	-3	4	-2	4	-1	-8	1

[9] CC(C)CC1C(=O)N(Cc2cn(CC3CCCCC3)nn2)CCS(=O)(=O)N1Cc1ccc(-c2ccc(Cl)c(Cl)c2)cc1 (centres undefined)
[10] COc1ccc(Br)cc1S(=O)(=O)NCCCN1CCOCC1
[11] COc1ccc(OC)c(/C=C/C(=O)OCC(=O)NCc2ccco2)c1
[12] Cc1cc(C)nc(NC(=O)c2cccc([N+](=O)[O-])c2)c1
[13] N#Cc1ccccc1S(=O)(=O)N1CCN(CC(=O)NC(=O)NC2CCCCC2)CC1
[14] Cc1ccc2cc(C#N)c(N3CCN(C(=O)c4ccccc4)CC3)nc2c1
[15] CC(C)c1ccc(NC(=S)NN2CCN(C)CC2)cc1
[16] Cc1c(C(=O)c2ccc(Cl)c(Cl)c2)cnc2cc3c(cc12)OCO3
entry no.	9	10	11	12	13	14	15	16
TCR-CD3 inh	3	3	-2	0	3	5	3	-2
SIAE inh	-2	11	4	1	-3	-4	1	-13
PG9 Ab binder	-0.7	-0.2	-1.0	0.4	-1.1	0.1	0.8	-1.9
DDE Tn7 FP inh	0	4	4	6	2	4	1	-9
TDP2 inh	0	3	-1	4	13	9	10	0
PRMT1 inh	4	-1	3	0	-3	0	-5	-1
LEDGF integ inh	-2	3	-8	-2	3	1	-3	0
HTRA1 inh	-56	3	-8	-4	-6	-20	-9	13
UHRF1 MBD2 ctr	1	-1	2	1	-2	-1	-1	3
ABHD4 inh	3	-3	-2	2	-1	1	4	-4

[17] CCC1(c2ccc(Cl)cc2)NC(=S)N(c2ccccc2)N1 (centres undefined)
[18] COc1ccc(N(CC(=O)N/N=C/c2cccs2)S(=O)(=O)c2ccc(OC)c(OC)c2)cc1
[19] Cc1cccc(-n2nc3c([n+]2[O-])CCc2nonc2-3)c1C
[20] COc1ccc(C(=O)NCC(c2ccco2)N2CCc3ccccc3C2)c(OC)c1 (centres undefined)
[21] Cc1cccc2sc(NC(=O)C3CCCN(S(=O)(=O)c4cccc5nonc45)C3)nc12 (centres undefined)
[22] CCc1ccc(C(C)NC(=O)COC(=O)c2ccc(-n3cnnn3)cc2)cc1 (centres undefined)
[23] CCOC(=O)CC(=O)CSc1nc(-c2cccnc2)ccc1C#N
[24] Cc1cccc(CCNC(=O)CCNC(=O)Cn2ccc3ccccc3c2=O)c1
entry no.	17	18	19	20	21	22	23	24
TCR-CD3 inh	1	6	-1	5	3	8	-6	-6
SIAE inh	-2	-7	4	-12	-8	-7	-16	-1
PG9 Ab binder	-0.9	0.2	-1.4	-0.5	0.3	2.6	-0.9	-0.7
DDE Tn7 FP inh	0	-7	3	4	4	-3	-3	8
TDP2 inh	-1	10	6	2	3	7	-10	8
PRMT1 inh	6	-2	-2	-1	-2	-5	56*	0
LEDGF integ inh	-1	1	-1	2	0	-2	7	-3
HTRA1 inh	-7	-10	3	-14	1	1	0	-3
UHRF1 MBD2 ctr	-1	-6	2	3	-1	-1	-6	3
ABHD4 inh	1	-10	1	-5	-1	3	-1	-7

[25] CC1(C)NC(=O)N(CC(=O)OCC(=O)Nc2cc(S(=O)(=O)N3CCCCC3)ccc2Cl)C1=O
[26] COc1ccc(/C=C\c2onc(C)c2S(=O)(=O)N2CCC(C(=O)NCCC(C)C)CC2)cc1
[27] Cc1[nH]c(C)c(S(=O)(=O)N2CCN(c3ccccc3)CC2)c1C(=O)N1CCCC1
[28] COC(=O)CNC(=O)COC(=O)c1cc(F)c(F)cc1Cl
[29] O=C(c1ccco1)N1CCN(S(=O)(=O)c2ccccc2[N+](=O)[O-])CC1
[30] O=C(COC(=O)c1cccnc1Cl)c1ccc2c(c1)OCCO2
[31] COc1ccc(C(=O)NCC(c2cccnc2)N2CCN(c3ccc(F)cc3)CC2)cc1OC (centres undefined)
[32] O=C(NCCS(=O)(=O)N1CCN(c2ccccc2F)CC1)c1ccc2c(c1)OCO2
entry no.	25	26	27	28	29	30	31	32
TCR-CD3 inh	7	-4	2	-2	8	-4	9	8
SIAE inh	-6	-3	-1	-9	-2	6	8	1
PG9 Ab binder	-0.4	0.6	0.9	-0.6	-5.3	-0.8	-2.4	-0.9
DDE Tn7 FP inh	8	2	-3	4	-3	3	6	-6
TDP2 inh	-5	-6	3	-12	-6	-11	-4	0
PRMT1 inh	2	-2	7	1	-1	-2	0	0
LEDGF integ inh	-3	6	-2	-4	-1	4	-1	2
HTRA1 inh	-4	-9	-5	7	4	-4	0	-1
UHRF1 MBD2 ctr	2	-1	1	2	1	1	-1	0
ABHD4 inh	7	5	-1	4	-4	4	7	2

[33] CC(=O)N1N=C(c2ccc(Cl)cc2)CC1c1ccco1 (centres undefined)
[34] COc1cccc(CNC(=O)CN2C(=O)c3ccccc3S2(=O)=O)c1
[35] O=c1cc[nH]c2c1ccc1cccnc12
[36] Cc1nn(-c2ccc(C(=O)O)cc2)c2c1C(=O)CC(C)(C)C2
[37] Cc1cc(NC(=O)CSc2nnc(-c3ccc(O)cc3)o2)no1
[38] Cc1cccc(NC(=S)N/N=C2/CCCCc3ccccc32)c1
[39] COc1ccccc1-c1ccc(SCc2ccc(C)cc2)nn1
[40] OC(CNC1CCCC1)COc1c(F)cc(Br)cc1F (centres undefined)
entry no.	33	34	35	36	37	38	39	40
TCR-CD3 inh	-1	-4	-1	-2	-6	-3	-2	1
SIAE inh	-7	13	3	15	10	1	0	-1
PG9 Ab binder	-1.4	-1.4	-1.8	-1.7	-1.7	-1.4	-0.7	0.2
DDE Tn7 FP inh	1	-4	2	7	4	-9	-4	-1
TDP2 inh	-4	10	3	-6	1	3	0	11
PRMT1 inh	4	-2	1	-9	-1	-2	-2	-2
LEDGF integ inh	-1	0	4	2	-5	7	4	-1
HTRA1 inh	5	8	2	1	8	-21	-25	3
UHRF1 MBD2 ctr	5	-2	19	-1	1	-4	-2	1
ABHD4 inh	3	10	1	0	2	24	10	1

[41] O=C(/C=C/c1ccccc1)NCCSCc1ccccc1
[42] O=C(CN1C(=O)NC2(CCCCC2)C1=O)Oc1ccc2c(C(F)(F)F)cc(=O)oc2c1
[43] N#CCSc1nc2c(c(C3CC=CCC3)c1C#N)CCC2 (centres undefined)
[44] Cn1c2c(c(=O)n(C)c1=O)C(c1ccccc1Cl)CC(=O)N2 (centres undefined)
[45] S=C(Nc1cccnc1)N1CCc2ccccc21
[46] Cc1nn(CC(=O)Nc2ccc(N3CCOCC3)cc2)c(C)c1Cl
[47] c1csc(CNc2ncnc3nc[nH]c23)c1
[48] Cc1c(Cl)cccc1NC(=O)Cn1cccc1
entry no.	41	42	43	44	45	46	47	48
TCR-CD3 inh	4	-2	-10	4	6	4	-11	-1
SIAE inh	2	-6	-2	-11	-5	0	4	0
PG9 Ab binder	0.2	6.4	-2.2	1.7	-2.2	-2.6	0.8	2.3
DDE Tn7 FP inh	5	1	-1	-11	-3	2	-2	4
TDP2 inh	1	-24	-4	-17	-9	-5	12	1
PRMT1 inh	-3	13	2	-4	-7	0	6	3
LEDGF integ inh	0	2	-2	5	2	-2	-3	-2
HTRA1 inh	-6	-4	-15	-3	0	2	2	-2
UHRF1 MBD2 ctr	-2	2	2	1	-2	-1	0	5
ABHD4 inh	-5	-5	-5	-2	2	0	6	3
